m5-HT2A agonist: mouse Htr2a agonists via beta-arrestin recruitment, primary screen, cell-based, luminescence. 5-hydroxytryptamine receptor 2A (Mus musculus), P35363. CHO-K1 mHTR2A beta-arrestin complementation; percent of 30 µM serotonin response. activation, % at 7.6 µM. 0.66% of 360,000 active. AID 624169, 2012;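 active = activation above a run cutoff, the mean activation of all tested compounds plus 3 SD, cut at about 14% in these data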;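 also: 0% = plate median of compound wells and 100% = 30 µM serotonin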
Glyco luc inh: increase of ERlucT glycosylation luciferase signal, primary screen, N-linked glycosylation inhibitor project, D54 ERlucT cells, luminescence, set 2 | D54 ERlucT glycosylation luciferase reporter, 24 h; percent of 100 nM tunicamycin response | reporter increase, % at 12.5 µM | 0.23% of 360,000 active | AID 588692, 2011;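 active = mean luciferase reporter signal, scaled so untreated is 0 and the glycosylation-blocking control 100, at or above a set limit in every replicate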;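 also: luciferase carries N-glycosylation sites so blocking glycosylation raises the light; 0% = median of neutral control wells and 100% = median of 100 nM tunicamycin wells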
iPSC survival up: enhancers of single-cell hiPSC survival, primary screen, ATPlite luminescence | survival enhancement, % at 20 µM | AID 602274, 2012 | 0.044% of 360,000 active | 100% = ROCK inhibitor wells, 0% = DMSO; in the data active = survival enhancement above about 18%;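 also: cells exposed to compounds for 16 hours before the ATP read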
ABCB6 inh 2: ABCB6 transporter inhibitors, primary screen, K562-ABCB6 cells, flow cytometry, MLPCN library; 0.19% of 360,000 active; K562-ABCB6 porphyrin accumulation, 1 h; active compounds read low; fluorescence ratio to DMSO, % at 10 µM;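 active = fluorescence ratio to DMSO below 75%, the collection mean minus 3 SD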;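 also: signal is porphyrin accumulated inside mitochondria; 100% equals median channel fluorescence of DMSO control wells; lower ratio means ABCB6 inhibition with less porphyrin fluorescence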
aDG glyco up: activators of alpha-DG glycosylation, primary screen, uHTS, Pro5-aDG cells, AlphaScreen | AID 624168, 2012 | activation, % at 10 µM | 0.22% of 360,000 active | alpha-DG glycosylation AlphaScreen (IIH6); 0% Pro5, 100% B10-LARGE cell signal;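 active = activation of at least 8% versus controls, or a plate z-score of at least 8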;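 also: Pro5 are CHO cells carrying HIG-tagged alpha-DG that lacks glycosylation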
H9c2 protect: cardioprotection against H2O2-induced cell death, primary screen, uHTS, H9c2 cells, ATPLite luminescence. H9c2 cardiomyocytes, H2O2 injury protection, 2 h. protection from H2O2 cell death, % at 20 µM. 0.63% of 360,000 active. AID 588492, 2011;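 active = compounds giving at least 50% protection of heart cells from peroxide-induced death in the single-dose screen, raw or plate-pattern-corrected value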;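 also: 0% = DMSO wells with peroxide and 100% = DMSO wells without peroxide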
Granule exo inh: LAMP-1 surface exposure blockers, TALL-104 cells – cell-based, flow cytometry, MLPCN library, primary screen; 0.66% of 360,000 active; AID 651702, 2012; TALL-104 LAMP-1 surface exposure; cells stimulated with thapsigargin and PMA; inhibition, % at 10 µM;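 active = inhibition above about 55%, limit read from the data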
ABHD5 PLIN5 PPI: ABHD5-PLIN5 interaction inhibitors, primary screen, cell lysate, split luciferase complementation, luminescence | Perilipin-5 (Homo sapiens) + 1-acylglycerol-3-phosphate O-acyltransferase ABHD5 (Homo … | Split G. princeps luciferase complementation, 4 h | inhibition, % at 4 µM | 0.78% of 360,000 active;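 active = inhibition above the mean inhibition across every tested compound plus 3 SD, cut at about 22% in these data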;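 also: 0% = DMSO only wells and the 100% control is not disclosed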
Target sequence (Q00G26 whole entry, looked up): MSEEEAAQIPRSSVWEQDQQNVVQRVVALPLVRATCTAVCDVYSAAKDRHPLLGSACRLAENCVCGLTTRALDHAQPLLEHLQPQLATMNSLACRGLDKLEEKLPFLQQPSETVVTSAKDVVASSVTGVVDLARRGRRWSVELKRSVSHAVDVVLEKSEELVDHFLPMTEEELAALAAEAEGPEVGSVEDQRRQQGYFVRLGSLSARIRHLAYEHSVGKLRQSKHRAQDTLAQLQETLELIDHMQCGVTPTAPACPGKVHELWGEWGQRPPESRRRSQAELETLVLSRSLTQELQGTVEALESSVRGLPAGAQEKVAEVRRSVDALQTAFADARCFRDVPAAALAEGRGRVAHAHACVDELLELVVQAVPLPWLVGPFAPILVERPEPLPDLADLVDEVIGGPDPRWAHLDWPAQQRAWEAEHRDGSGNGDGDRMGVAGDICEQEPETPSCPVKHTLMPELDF
Target sequence (Q8WTS1 whole entry, looked up): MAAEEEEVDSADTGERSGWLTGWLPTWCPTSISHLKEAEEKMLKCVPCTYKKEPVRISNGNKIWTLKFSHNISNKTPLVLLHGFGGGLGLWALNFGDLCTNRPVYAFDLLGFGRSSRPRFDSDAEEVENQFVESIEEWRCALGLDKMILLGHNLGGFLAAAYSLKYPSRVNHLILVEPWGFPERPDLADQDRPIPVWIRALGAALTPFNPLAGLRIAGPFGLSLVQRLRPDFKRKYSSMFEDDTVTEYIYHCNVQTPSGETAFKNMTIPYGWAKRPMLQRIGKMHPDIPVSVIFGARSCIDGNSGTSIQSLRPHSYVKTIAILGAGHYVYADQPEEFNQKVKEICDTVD
MC4R barr agon: MC4R agonists recruiting beta-arrestin, primary screen, cell-based, luminescence, agonist arm of biased-ligand search; U2OS MC4R beta-arrestin complementation; percent of melanotan II response, DMSO zero; 0.98% of 360,000 active; AID 540308, 2011; activation, % at 8.9 µM;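 active = activation above a per-plate cutoff, the mean activation of sample wells on that plate plus 3 SD, cut at about 8% in these data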
MC4R antagonist: MC4R antagonists of cAMP signaling, primary screen, cell-based, TR-FRET, antagonist arm of biased-ligand search; MC4R-expressing cells, MTII-stimulated cAMP, LANCE TR-FRET; inhibition, % at 6.5 µM; 0.48% of 360,000 active;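 active = inhibition above its plate's cutoff, the mean of tested wells on that plate plus 3 SD, cut at about 29% in these data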;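 also: 0% = Melanotan II alone and 100% = Melanotan II plus saturating MCL0020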
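Material: U2OS-MC4R stable cell line | Reagent: Melanotan II challenge after compound preincubation | Doses: One concentration, 6.5 µM nominal | Incubation: 30-min compound preincubation, 1-h Melanotan II challenge, 1-h detection, room temperature | Signal: TR-FRET cAMP assay | Replicates: One well per compound, no replicates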
* hit, by the source's call; . = not tested or not shown. Only part of the results is shown; rates above refer to the full screens.

Value order – ABHD5 PLIN5 PPI	MC4R antagonist	iPSC survival up	m5-HT2A agonist	ABCB6 inh 2	MC4R barr agon	H9c2 protect	aDG glyco up	Glyco luc inh	Granule exo inh
> COc1ccc(NC(=O)c2cn(CCC#N)nc2-c2cccc(Br)c2)cc1
 : 0.8	5.1	0.2	-2.8	91.0	-2.2	9.4	0.0	-2.5	-17.5
> Cc1nn(CC(=O)N2CCC3(CC2)OCCO3)c(=O)c2cc3ccccc3n12
 : 2.8	14.1	-0.1	-7.4	107.0	-2.5	-3.0	0.0	-0.2	-3.9
> CN1CCN(c2cn[nH]c(=O)c2Cl)CC1
 : -4.2	21.7	2.7	1.3	93.0	-1.2	7.3	0.9	-1.7	1.4
> O=c1c2ccccc2nc(-c2ccccc2)n1-c1ccccn1
 : -1.2	-0.3	-0.6	3.4	101.0	-1.6	3.4	0.1	5.1	-0.3
> CCOc1ccc(-n2c(-c3cccs3)nc3ccccc3c2=O)cc1
 : 2.4	5.8	-2.8	0.9	92.0	2.2	-0.3	0.2	-0.1	-0.4
> Cc1cc(C)cc(-n2c(C)cc(/C=C3\C(=O)NC(=O)N(C)C3=O)c2C)c1
 : -7.0	-6.1	-0.4	-0.7	104.0	-3.0	-5.7	0.0	-0.3	12.6
> CCN(CC)C(=O)Cn1cc(/C=C2\C(=O)NC(=O)N(c3ccccc3F)C2=O)c2ccccc21
 : 22.8*	5.5	-0.3	-8.7	95.0	-2.2	39.7	-0.1	20.6	27.7
> O=C(CCN1CC=C(c2ccccc2)CC1)NCc1ccccc1
 : -2.4	4.6	0.5	6.7	102.0	-3.0	2.6	0.0	-0.1	-1.3
> O=C1CC2OCC=C3CN4CCC56c7ccccc7N1C5C2C3CC46O (configuration not stated)
 : 4.0	1.7	-1.4	3.5	98.0	0.3	2.7	-0.4	0.4	-0.8
> CCCN(CC#CCOc1ccc(OC)cc1)CCC
 : -0.7	4.3	-2.1	-2.3	89.0	-1.1	-3.2	0.0	0.7	0.8
> COc1ccc(-n2c(SCCN(C)C)nc3ccccc3c2=O)cc1
 : 0.7	14.1	1.2	-9.0	101.0	-0.7	-0.9	0.0	-1.1	-6.3
> COC[C@]12CN(C)C3C4[C@H](OC)[C@H]1C3([C@@H](OC)C[C@H]2O)[C@@H]1C[C@@]2(O)[C@H](OC(=O)c3ccccc3)[C@@H]1[C@]4(OC(C)=O)[C@@H](O)[C@@H]2OC
 : -0.3	-12.4	1.4	0.1	106.0	3.0	-2.1	0.1	1.0	-0.6
> O=C(COc1ccc2ccccc2c1)N1CCN(Cc2c[nH]c3ccccc23)CC1
 : 21.4	1.1	-3.0	34.2*	95.0	1.4	-15.4	-0.5	-6.1	0.8
> CCOC(=O)c1c(NC(=O)C(c2ccccc2)c2ccccc2)sc2c1C1CCN2CC1
 : 5.6	4.6	2.5	3.1	94.0	-0.4	1.1	-0.2	0.9	4.9
> O=C1NC(=O)C(C2CCCCCC2)C(=O)N1
 : 9.9	5.3	-1.9	7.5	100.0	-1.2	-1.5	-0.3	0.3	-8.4
> CN(CCOc1ccc(C=C2C(=O)NC(=O)NC2=O)cc1)c1ccccn1
 : 5.6	2.7	-0.5	0.2	138.0	-1.9	8.6	-0.2	-0.5	-2.9
> CCCCc1nc2ccccc2c(=O)n1-c1ccc(Cl)cc1[N+](=O)[O-]
 : -0.1	-5.4	1.5	6.1	102.0	3.1	-9.9	-0.2	-4.0	-1.4
> C[C@@H]1NCCc2cc(O)c(O)cc21
 : -0.1	7.4	5.4	4.0	99.0	-1.5	21.1	0.0	3.6	1.6
> COc1ccc(N2C(=O)NC(=O)C(CCc3ccncc3)(CCc3ccncc3)C2=O)cc1
 : 6.1	-11.6	-0.7	-0.1	104.0	0.6	-2.7	0.1	4.0	-2.1
> CNC(=O)Oc1cccc2ccccc12
 : -1.2	7.8	-0.5	3.7	93.0	0.2	-5.5	0.1	0.7	-1.0
> COc1cc(C(O)CNC(C)C)cc(F)c1OC (configuration not stated)
 : 6.4	3.0	-1.7	9.1	101.0	-0.4	2.7	-0.4	1.7	33.2
> CCOP(=S)(OCC)SCSP(=S)(OCC)OCC
 : 0.3	3.5	8.0	5.9	96.0	0.8	-0.3	0.0	-0.9	0.1
> CCN(CC)C(=O)c1ccc(NC(=O)CCCSc2ccccc2)cc1
 : 2.9	7.0	-0.9	-0.2	92.0	-1.0	-11.3	-0.2	0.1	0.2
> CC1CN(C)C(C)(C)CC1(O)c1ccccc1 (configuration not stated)
 : 8.4	2.7	2.7	1.3	94.0	-1.6	0.9	0.0	0.2	3.4
> CC1CC2(C)C(=CC1=O)CCC1C3CCC(C)(O)C3(C)CC3OC312 (configuration not stated)
 : -4.4	13.1	3.7	-1.2	96.0	-0.9	-2.0	0.0	-3.5	-4.9
> Cc1ccc(OP(=O)(NC(C)c2ccccc2)Oc2ccc(C)cc2)cc1 (configuration not stated)
 : -2.7	9.0	0.1	-1.6	91.0	-0.4	-12.5	0.1	-2.9	-1.8
> CNC(C(=O)c1ccccc1)C(OC)c1cccc([N+](=O)[O-])c1 (configuration not stated)
 : -4.5	10.8	-0.4	-2.1	96.0	-3.4	-5.7	-0.1	0.7	30.1
> O=[N+]([O-])c1ccc2c(c1)C(c1ccccc1)=NCCN2
 : 2.9	6.9	-0.2	-1.8	100.0	-2.3	0.3	-0.1	-6.6	12.9
> COC(=O)C1=C(c2ccc(F)cc2F)C[C@@H]2CC[C@H]1N2C(=O)NCCNC(C)=O
 : 6.2	-2.6	-0.6	-8.7	102.0	-1.8	-3.1	0.0	0.2	-4.5
> CC(=NCc1ccco1)c1c(O)n(C)c(=O)n(C)c1=O
 : 5.4	19.1	0.2	-1.0	101.0	0.7	2.9	-0.1	3.2	0.3
> CN1CCN(Cc2cc(C(C)(C)C)c(O)c(C(C)(C)C)c2)CC1
 : -4.7	-1.1	-0.6	-5.1	94.0	-0.6	-3.1	0.1	-1.6	-2.7
> COC(=O)C1=C(c2cc3ccccc3o2)C[C@@H]2CC[C@H]1N2C(=O)NCc1ccc(C(F)(F)F)cc1
 : -8.8	12.3	-2.2	-0.3	96.0	2.3	-3.1	0.2	-3.1	2.2
> O=C(COc1ccccc1)N1CCN(C/C=C/c2ccccc2)CC1
 : 0.0	3.8	1.3	-6.3	91.0	0.8	-0.3	0.0	.	-2.3
> COc1ccccc1-n1c(-c2ccccc2Br)nc2ccccc2c1=O
 : -6.9	6.6	-0.5	1.9	96.0	-0.7	6.8	-0.1	-3.4	1.5
> CCc1c(C)nc(N)nc1N1N=C1SCC#N
 : -1.0	1.1	-0.1	7.0	115.0	-0.9	7.5	0.1	2.7	1.8
> OC(c1cccc(Cl)c1)(c1cccc(Cl)c1)C1CN2CCC1CC2 (configuration not stated)
 : 8.3	11.9	-6.4	-8.2	99.0	-0.7	7.1	1.6	13.1	-2.5
> CC(=O)OC1CCC2(C)C(CC(=O)C3C2CCC2(C)C(OC(C)=O)CCC32)C1 (configuration not stated)
 : 15.2	4.5	-0.8	-2.7	94.0	-0.3	8.1	0.0	4.1	-6.4
> COC(=O)C1=C(c2cc3ccccc3s2)C[C@@H]2CC[C@H]1N2C(=O)NCCO
 : 1.3	5.5	-0.4	-1.8	102.0	-1.4	-2.9	-0.2	1.3	12.1
> O=C1NC(=S)NC(=O)C1Cc1ccccc1O
 : 2.5	3.0	1.3	-5.0	86.0	0.2	3.4	0.3	1.4	-1.1
> Cc1oc2ccc(OC(=O)N(C)C)cc2c1C(=O)OC(C)C
 : 1.4	-8.0	1.1	-2.2	95.0	1.3	-0.1	1.2	-2.3	4.2
> OC(CN1CCCCC1)c1c[nH]c2ccccc12 (configuration not stated)
 : -1.0	-0.7	-0.6	-4.0	106.0	0.3	2.0	-0.1	-0.7	10.6
> COc1cccc(C(=O)C2CCCN(Cc3ccc4nonc4c3)C2)c1 (configuration not stated)
 : -3.5	-6.0	-2.1	-4.0	101.0	1.0	-5.7	-0.3	-1.3	-2.6
> N=c1c[n+](CC23CC4CC(CC(C4)C2)C3)[n-]o1
 : 6.4	-5.4	-2.2	4.3	95.0	2.8	-4.7	0.0	2.6	6.5
> Ic1ccccc1CN[C@@H]1C2CCN(CC2)[C@@H]1C(c1ccccc1)c1ccccc1
 : 4.6	-2.6	-5.4	-0.2	96.0	2.8	-7.8	0.0	-1.5	28.5
> CCCCCn1c(=O)c(C(=O)NCc2ccncc2)c(O)c2ccccc21
 : 5.0	1.4	-1.4	-2.3	94.0	0.1	48.7	2.6	-4.8	-4.1
> COC(=O)C1=C(c2cc3ccccc3s2)C[C@@H]2CC[C@H]1N2C(=O)NCc1ccc(C(F)(F)F)cc1
 : -12.5	14.3	-2.7	-6.5	103.0	0.9	-10.3	0.8	-7.1	-2.9
> O=C1NC(=O)N(CCC2=CCCCC2)C(=O)/C1=C/c1cccs1
 : -22.7	-5.5	-0.8	0.4	104.0	0.0	-4.4	-0.1	6.3	3.2
> COc1cccc(C(=O)C2CCCN(Cc3ccon3)C2)c1 (configuration not stated)
 : 3.6	1.7	-1.4	-4.4	89.0	-2.0	-8.7	0.9	-3.3	-1.4
> COC(=O)C1=C(c2ccc(F)cc2OCc2ccccc2)C[C@@H]2CC[C@H]1N2C(=O)N1CCOCC1
 : 6.2	-7.0	-0.9	-2.6	100.0	-0.7	5.4	-0.1	-0.8	-8.8
> O=C(Cc1ccccc1)N1CCN(Cc2cccc(Cl)c2)CC1
 : -7.0	-3.3	2.4	9.5	84.0	-0.7	2.8	0.0	-1.3	0.0
> Cc1ccc(S(=O)(=O)N(C)C/N=C(\N)N[N+](=O)[O-])cc1
 : -1.2	3.5	-0.4	-5.1	95.0	-1.3	0.6	-0.3	1.0	-4.9
> Cn1c(O)c(/C=N/c2ccccn2)c(=O)n(C)c1=O
 : 16.0	-5.5	0.1	-2.6	96.0	-0.7	-4.4	-0.1	1.3	2.4
> Cc1ccc(CNC2=NCCS2)cc1
 : 8.2	1.0	-0.5	-2.8	99.0	1.0	3.3	0.1	-1.6	-0.8
> O=Cc1c(C(=O)O)n(Cc2ccc(F)cc2Cl)c2ccccc12
 : 3.8	8.4	0.1	-6.2	98.0	-0.2	12.8	0.0	1.3	1.0
> C=CCN1CC[C@]23c4c5ccc(O)c4OC2[C@H](O)CC[C@@]3(O)[C@H]1C5 (some centres not stated)
 : 1.1	18.1	2.1	2.6	99.0	1.2	5.0	-0.1	-0.2	-3.8
> Cc1ccc(-c2nc3ccccc3c(=O)n2-c2cccc(C)n2)cc1
 : -4.4	15.3	-0.4	1.3	103.0	-0.4	-2.5	0.0	-2.4	9.3
